# Source: PubChem
# Pf growth 96h: P. falciparum growth inhibition at 96 hours | P. falciparum luciferase reporter growth, 96 h | Potency, µM (highest dose often 28.7 µM), for inactives: top-dose activity change, negative = inhibition, usual class: inhibitors | 320,000 tested, 6.9% active | AID 504834; further: potency means the concentration at half of the fitted maximal effect; on the % scale 0 is the no-effect control and ±100 the full control effect
#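 Plates of compound plus infected erythrocytes (2% hematocrit, 0.05% parasitemia final) incubate 96 hours, 37 C, 5% CO2. Detection reagent added; reduced luminescence from the parasites' luciferase reporter flags inhibition.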
# Tb PYK inh: inhibitors of Trypanosoma brucei pyruvate kinase. Q57TT1. TbPYK enzyme, Kinase-Glo Plus ATP luminescence, 45 min. Potency, µM (top dose mostly 76.8 µM), without a hit: at the top dose activity, negative = inhibition, most hits filed as inhibitors. 410,000 tested, 0.12% active. AID 624173; further: potency means the concentration at half of the fitted maximal effect; on the % scale 0 is the no-effect control and ±100 the full control effect; nearly all actives have a fitted effect of over 50% in size
#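 Luminescent Kinase-Glo Plus end-point after 45 min room-temperature reaction of T. brucei pyruvate kinase started with 130 uM ADP (final). Buffer TEA 50 mM pH 7.2 with KCl, MgCl2, BSA, Tween-20; titration-based qHTS with fitted concentration-effect curves.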
# Pf growth 48h: P. falciparum growth inhibition at 48 hours (one generation); Potency, µM (highest dose often 28.7 µM), without a hit: at the top dose activity change, negative = inhibition, hits mostly inhibitors; P. falciparum luciferase growth in erythrocytes, 48 h; AID 504832; 310,000 tested, 5.9% active; further: potency means the concentration at half of the fitted maximal effect; on the % scale 0 is the no-effect control and ±100 the full control effect
#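 Compounds are pin-transferred into medium, infected erythrocytes (2% hematocrit, 0.1% parasitemia final) are added, and plates sit one parasite generation at 37 C in 5% CO2. Detection reagent is then added and luminescence measured.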
# LmPK inhibitor: inhibitors of Leishmania mexicana pyruvate kinase | Q27686 | purified LmPK, Kinase-Glo ATP luminescence, 1 h | Potency, µM (doses to about 57.5 µM), for the others: top-dose activity change, negative = inhibition, hits mostly inhibitors | 290,000 tested, 0.37% active | AID 1721; further: potency means the concentration at half of the fitted maximal effect; on the % scale 0 is the no-effect control and ±100 the full control effect
# Target sequence (Q27686 whole entry, looked up): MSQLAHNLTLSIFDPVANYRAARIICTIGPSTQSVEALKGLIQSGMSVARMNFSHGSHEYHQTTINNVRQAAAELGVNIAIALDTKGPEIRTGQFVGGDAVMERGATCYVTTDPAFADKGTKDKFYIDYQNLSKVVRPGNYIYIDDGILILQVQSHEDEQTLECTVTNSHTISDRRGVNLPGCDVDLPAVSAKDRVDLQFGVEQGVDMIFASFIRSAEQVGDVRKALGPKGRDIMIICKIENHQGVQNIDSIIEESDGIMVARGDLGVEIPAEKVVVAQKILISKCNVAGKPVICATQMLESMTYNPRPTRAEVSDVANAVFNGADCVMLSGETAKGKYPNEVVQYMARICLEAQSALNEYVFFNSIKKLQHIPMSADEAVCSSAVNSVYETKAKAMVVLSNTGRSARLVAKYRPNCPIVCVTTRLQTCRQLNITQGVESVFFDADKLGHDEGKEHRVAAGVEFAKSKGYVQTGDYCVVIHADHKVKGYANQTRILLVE
#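 Screened at intermediate enzyme activity to detect both inhibitors and activators: LmPK at 0.1 nM, with a 0.5 nM enzyme column as activation reference. PEP 0.5 mM, ADP 0.1 mM; ATP detected by luminescence after 1 h.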
# AMA1 RON2 block: inhibitors of Plasmodium falciparum AMA1-RON2 interaction | 360,000 tested, 0.2% active | AID 720542 | Potency, µM (highest dose often 58.2 µM), inactives show top-dose activity change, negative = inhibition, usual class: inhibitors | AlphaScreen AMA1-biotinylated RON2 peptide binding;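 further: potency means the concentration at half of the fitted maximal effect; 0% = vehicle wells and -100% = peptide control; nearly all actives have a fitted effect of over 45% in size; some results filed as inactive show a strong effect at the top dose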
#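 AMA1 (3D7) with his tag at 25 nM final met compounds first, then biotinylated RON2 peptide at 25 nM; detection used donor plus acceptor beads, 10 µg/mL apiece, read by AlphaScreen after 30 min at room temperature.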
# CHX counter: counter-screen for Shiga toxin inhibitors: cycloheximide protein synthesis inhibition; cell reporter, cycloheximide protein synthesis inhibition counterscreen; max response, %; 300,000 tested, 12% active; AID 2314; in the data active means max response mostly above about 13%, no sharp cut-off; inactive means mostly below about 14%; further: read at 38.3 µM for the half of the compounds with a filed dose; 0% is about no effect
# Shiga inhibitor: inhibitors of Shiga toxin in Vero cells; Vero cells, Shiga toxin protein synthesis inhibition reporter; inhibition, % at 38.7 µM; 290,000 tested, 9.2% active; AID 2315; in the data active means inhibition mostly above about 28%, no sharp cut-off; inactive means mostly below about 43%; further: 0% is about no effect
# * = called active by the depositor; i = inactive; ? = inconclusive; · = not tested or not shown; [ ] = dose if it differs, or a comment. Unless noted, the call rests on the fitted dose curve; in most records, active means well fitted curve in the direction sought with a large enough effect; inconclusive means small, poorly fitted or top-dose-only effect, or another doubt; inactive means no such curve, though single readings can be large; an effect the other way counts as inactive or inconclusive.
SMILES,Pf growth 96h,Tb PYK inh,Pf growth 48h,LmPK inhibitor,AMA1 RON2 block,CHX counter,Shiga inhibitor
CC(C)COc1ccc(CN=C(N)N=C(N)N)cc1Cl,?,2%,2.9µM*,-5%,75%[activator],1,-4
O=S(=O)(c1ccccc1)N1CCN(S(=O)(=O)N2CCCCC2)CC1,0%,-10%,-2%,5%,-13%,-5,-7
NS(=O)(=O)c1ccc(CCNC(=O)CSc2ccc(Cl)cc2Cl)cc1,?,-9%,-26%,2%,17%,-8,-11
CCOC(=O)c1ccc(NC(=O)NC(C)C2CCCO2)cc1 (centres undefined),·,3%,3%,-6%,5%,12*,36
CC(C)CCNC(=O)C(=O)Nc1ccccc1,-14%,6%,i,-9%,-8%,45*,162*
Cn1c(=O)n(C)c2cc([N+](=O)[O-])c(N3CCN(C(=O)c4ccc(Cl)cc4)CC3)cc21,?,2%,?,-1%,-2%,-3,-13
Cc1coc2c1c(C)cc1oc(=O)c(CC(=O)NCC(=O)N[C@H](C(=O)O)C(C)C)c(C)c12,-1%,-5%,-9%[0.00184 µM],1%,4%,-6,-15
COc1ccc(S(=O)(=O)N2CCCN(CC(=O)C(C)(C)C)CC2)cc1,?,-17%,?,1%,12%,-2,-4
CCCCC(=O)NNC(=S)NC(=O)CCC,?,-24%,-24%,0%,28%,13,-2
O=S(=O)(c1c(F)cccc1F)C1CCN(S(=O)(=O)c2ccc3c(c2)OCCO3)CC1,·,-6%,·,·,·,-3,31
O=C1C=C(N2CCCCCC2)C(=O)N1c1ccc(Cl)cc1,181%[activator],2%,110%[activator],0%,86%[activator],62*,176*
COc1cc(C=O)ccc1OC(=O)c1ccncc1,34%[activator],-6%,37%[activator],-7%,1%,-4,-29
CC(=O)c1ccccc1OC(=O)c1c(F)cccc1F,18%,-15%,8%,-7%,3%,-2,3
O=C(O)c1ccccc1C(=O)NNc1ccc(Cl)cc1,-1%,2%,7%,-1%,2%,11*,49*
Cc1nc2ccc(C(=O)N/N=C/c3cc([N+](=O)[O-])ccc3O)cc2[nH]1,-23%,9%,20%[5.75 µM],-2%,-44%,-2,5
Cc1ccc(N2C(=O)C3C(c4ccccc4)N4CCCN4C3(C)C2=O)cc1 (centres undefined),?,9%,?,-6%,3%,6,-11
CC1CCN(C(=O)c2ccc(COc3ccccc3Cl)o2)CC1,10µM*,0%,?,5%,-7%,19,27
Cc1cc(Nc2ccc(Cl)cc2)nc(NCc2ccccc2)n1,0.52µM*,-7%,0.93µM*,0%,-6%,-6,-2
COC(=O)c1cc(NC(=O)CN(c2ccc3c(c2)OCO3)S(C)(=O)=O)ccc1Cl,·,-4%,-8%,4%,-3%,3,-9
COc1ccccc1NC(=O)C1CCCN(S(=O)(=O)c2ccc3[nH]c(=O)ccc3c2)C1 (centres undefined),-13%,-5%,?,7%,-4%,2,4
O=C(CNS(=O)(=O)c1ccccc1)N/N=C\c1ccc(Cl)cc1,0%,-18%,-8%,3%,12%,3,14
OCC[C@@H]1C[C@@H](O)[C@H](O)[C@]2(CCc3ccccc3O2)O1,44%[activator],-1%,23%,5%,12%,0,-9
O=C(/C=C/c1ccc2c(c1)OCO2)NCc1ccncc1,35%[activator],1%,29%,3%,-24%,11,31
COc1ccc(S(=O)(=O)N2CCCCCC2)cc1C(=O)OCc1c(C)noc1C,?,4%,?,1%,-6%,-8,-6
COc1ccc(S(=O)(=O)N2CCN(C3CCN(Cc4ccccc4)CC3)CC2)cc1,?,0%,?,0%,-4%,-2,-10

# Some entries already given, limited to AMA1 RON2 block.
structure | AMA1 RON2 block
CC(=O)c1ccccc1OC(=O)c1c(F)cccc1F | 3%
O=C(O)c1ccccc1C(=O)NNc1ccc(Cl)cc1 | 2%
Cc1nc2ccc(C(=O)N/N=C/c3cc([N+](=O)[O-])ccc3O)cc2[nH]1 | -44%
Cc1ccc(N2C(=O)C3C(c4ccccc4)N4CCCN4C3(C)C2=O)cc1 (centres undefined) | 3%
CC1CCN(C(=O)c2ccc(COc3ccccc3Cl)o2)CC1 | -7%

# (list continues)
SMILES,Pf growth 96h,Tb PYK inh,Pf growth 48h,LmPK inhibitor,AMA1 RON2 block,CHX counter,Shiga inhibitor
COC(=O)c1ccc(Nc2cc(C)nc(-c3ccccc3O)n2)cc1,4%,1%,?,5%,2%,-2,-6
Cc1ccc(NC(=O)c2ccc3c(c2)OCO3)cc1Cl,?,4%,37%[activator],-1%,1%,45*,90*
O=C(O)CC(Cc1ccc(Cl)cc1)C(=O)NCc1ccccc1 (centres undefined),?,-3%,13%,3%,-7%,-1,-11
CCc1cc(Br)ccc1NC(=S)NCCc1ccccc1,?,-11%,?,0%,86%[activator],9,-7
C1CNCCNCCCNCCNC1,39%[activator],·,4%,-1%,·,4,0
O=C(CCC(=O)N1CCOc2ccccc21)Nc1ccccc1Cl,0%,-1%,15%,0%,3%,-1,2
COc1cc(C2CC(=O)N(CC(=O)NCC3CCCO3)c3ccccc3S2)cc(OC)c1OC (centres undefined),6%,-1%,?,0%,5%,-10,-5
Cn1c(=O)n(C)c2cc(NC(=O)CSc3nc4ccccc4c(=O)[nH]3)ccc21,186%[activator],3%,-8%,-5%,-2%,-2,-3
COc1ccc(C2=CC(=O)C[C@H](c3ccc4c(c3)OCO4)C2)cc1,-5%,1%,-16%,·,-13%,·,·
CCCC(C(=O)NC(C)(C)C)N(C(=O)c1snc(C(N)=O)c1N)c1ccc2c(c1)OCCO2 (centres undefined),?,-1%,45%[activator],-2%,-7%,56*,114*
O=C(CC(c1ccccc1)c1ccccc1O)NCCc1ccccc1 (centres undefined),-16%,-2%,·,-2%,-6%,1,-3
COc1ccc(C2=NCCn3c2c2ccc(C(F)(F)F)cc2[n+]3[O-])cc1,22%,-1%,?,·,82%[activator],·,·
O=S(=O)(NCc1c(Cl)cccc1Oc1ccccc1)c1ccccc1,?,1%,?,10%,2%,7,28
CC1CCCC(NC(=O)C2CCN(S(=O)(=O)N3CCC4(CC3)OCCO4)CC2)C1C (centres undefined),58%[activator],0%,?,-2%,13%,-3,19
CCOC(=O)C1CCN(C(=O)CSc2cc(=O)n(CC)c3ccccc23)CC1,0.0033µM*,-6%,-28%,0%,31%[activator],0,-4
CS(=O)(=O)N1CCN(C(=O)Cc2ccc([N+](=O)[O-])cc2)CC1,14%,2%,?,-8%,0%,-1,-10
CC(C)(C)C(=O)Nc1ccccc1C(=O)NCCCn1ccnc1,1%,-14%,6%,-7%,-3%,-3,-11
CCc1sc(C(=O)NC)cc1Br,8%,-9%,4%,5%,6%,2,-5
CCC(C)NC(=O)C1CCN(S(=O)(=O)c2ccc3[nH]c(=O)ccc3c2)CC1 (centres undefined),?,3%,14%,0%,0%,-2,-4
Cc1ccc(S(=O)(=O)NNC(=O)c2sc(NS(=O)(=O)c3ccccc3)nc2C)cc1,-2%,-9%,-11%,-6%,-9%,-4,5
OCc1ccccc1OCCOc1ccc(Cl)c2cccnc12,15%,4%,37%[activator],-7%,-6%,27*,58
CN(C)S(=O)(=O)c1cccc(NC(=O)c2cc(=O)[nH]c3ccccc23)c1,11%,2%,11%,1%,-10%,3,-10
COc1cccc2sc(/N=C/N(C)C)nc12,42%[activator],-6%,66%[activator],-18%,-2%,10*,50*
O=c1c2ccccc2nc2ccc(NCc3cccs3)nn12,?,-5%,366%[activator],-1%,-5%,54*,59*
O=C(COC(=O)c1ccc(-c2nnc(-c3ccccc3)o2)cc1)c1ccccc1,?,-6%,110%[activator],1%,7%,0,-6

# A stretch of the results above, for reference:
SMILES,Pf growth 96h,Tb PYK inh,Pf growth 48h,LmPK inhibitor,AMA1 RON2 block,CHX counter,Shiga inhibitor
OCc1ccccc1OCCOc1ccc(Cl)c2cccnc12,15%,4%,37%[activator],-7%,-6%,27*,58
CN(C)S(=O)(=O)c1cccc(NC(=O)c2cc(=O)[nH]c3ccccc23)c1,11%,2%,11%,1%,-10%,3,-10
COc1cccc2sc(/N=C/N(C)C)nc12,42%[activator],-6%,66%[activator],-18%,-2%,10*,50*
O=c1c2ccccc2nc2ccc(NCc3cccs3)nn12,?,-5%,366%[activator],-1%,-5%,54*,59*
O=C(COC(=O)c1ccc(-c2nnc(-c3ccccc3)o2)cc1)c1ccccc1,?,-6%,110%[activator],1%,7%,0,-6

# The listing picks up, starting 3 compounds before the break.
SMILES,Pf growth 96h,Tb PYK inh,Pf growth 48h,LmPK inhibitor,AMA1 RON2 block,CHX counter,Shiga inhibitor
COc1cccc2sc(/N=C/N(C)C)nc12,42%[activator],-6%,66%[activator],-18%,-2%,10*,50*
O=c1c2ccccc2nc2ccc(NCc3cccs3)nn12,?,-5%,366%[activator],-1%,-5%,54*,59*
O=C(COC(=O)c1ccc(-c2nnc(-c3ccccc3)o2)cc1)c1ccccc1,?,-6%,110%[activator],1%,7%,0,-6
COc1ccc(NC(=O)C2CCCN2S(=O)(=O)c2ccc3c(c2)CC(C)N3C(C)=O)cc1OC (centres undefined),-19%,-6%,?,-4%,0%,-1,-9
Cc1ccc2[nH]c(=O)c(C(c3nnnn3Cc3ccccc3)N3CCc4ccccc43)cc2c1 (centres undefined),·,-24%,·,11%,-12%,4,-11
CCc1sc(C(=O)Nc2nc(C)cs2)cc1C,-97%,-8%,-84%,-5%,-13%,26*,76*
O=C(NN1C(=O)c2ccccc2NC1c1ccc([N+](=O)[O-])o1)c1ccc(Br)cc1 (centres undefined),-6%,0%,13%,1%,-1%,10,18
Cn1cc(/C=C(\NC(=O)c2ccccc2)C(=O)N2CCOCC2)c2ccccc21,12%,2%,-4%,0%,-6%,2,-8
CCCC1OC23CCCCC2C(C#N)(C#N)C1(C#N)C(=N)O3 (centres undefined),42%[activator],-2%,13%,-4%,4%,-1,-5
O=S(=O)(Nc1c(F)cccc1F)c1ccc(Cl)nc1,37%[activator],1%,1%,·,-13%,·,·
Cc1nn(C)c(Cl)c1CN1CCCC(CCC(=O)NCc2ccccc2F)C1 (centres undefined),-13%,-5%,9%,-2%,15%,0,-18
CCNC(=O)C1Cc2ccccc2CN1S(=O)(=O)c1ccc(F)cc1 (centres undefined),25%,7%,0.83µM*,-1%,3%,0,-3
CC(C)C(NC(=O)COc1ccccc1)C(=O)O (centres undefined),·,4%,23%,-3%,-9%,-1,-8
Cc1ccc(SCCSc2nc(C)cc(=O)[nH]2)cc1,-14%,-3%,-2%,3%,6%,40*,·
